mIAP act – mouse IAP activation; muIAP, CDP-Star luminescence, 30 min; stronger effect = higher value; 1 = vehicle-only enzyme signal, 0 = enzyme-free wells; AID 2805; 330,000 tested, 0.24% active; activation factor at 10 µM;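 active means activation factor of at least 2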; further: the source names both 10 and 20 µM as test concentration; values of inactives mirror those of a sister screen read the other way
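System: Mouse IAP enzyme | Also added: CDP-Star substrate | Dosing: Compounds dispensed in DMSO | Schedule: 30 min enzyme-substrate-compound incubation at room temperature | Technique: Chemiluminescence readout | Control set: DMSO-only wells and no-enzyme negative control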
Apaf1 inhib – human Apaf-1 inhibition; reconstituted apoptosome caspase-3 activity, DEVD-Rh110 fluorescence; inhibition, % at 20 µM; 330,000 tested, 0.71% active; active means inhibition of at least 40% at 20 µM;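 further: plate controls were DMSO wells for no effect and DEVD-CHO caspase inhibitor wells for full effect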
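Material: reconstituted apoptosome with Apaf-1, cytochrome c, caspase-9, procaspase-3, dATP / Buffer or medium: pH 7.5 Hepes buffer with CHAPS, BSA, DTT / Also added: cytochrome c with DEVD-Rh110 / Schedule: compound with Apaf-1, dATP, procaspase-3 30 min, then 50 min reaction, room temperature / Technique: rhodamine 110 fluorescence at Ex 480/Em 540 nm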
tim10-1 inh – inhibits growth of tim10-1 mutant yeast; inhibition, % at 20 µM; 330,000 tested, 2.2% active; S. cerevisiae tim10-1 ts strain growth, BacTiter-Glo, 24 h;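 active means inhibition of at least 40%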;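 further: mutant grown at 25 °C; 0% = DMSO wells with yeast and 100% = wells holding no yeast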
mIAP block – mouse IAP inhibition. purified mouse IAP, CDP-Star luminescence, 30 min. inhibition, % at 10 µM. 330,000 tested, 0.2% active. AID 2806;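 active means inhibition of at least 40% at 10 µM in the primary screen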;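 further: plate controls were DMSO with enzyme for no effect and no enzyme wells for full effect; values of inactives mirror those of a sister screen read the other way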
hIAP inh – human IAP inhibition. purified IAP, CDP-Star luminescence, 30 min. inhibition, % at 10 µM. 330,000 tested, 0.12% active. AID 2544;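 active means inhibition reaching a set limit with compound at 10 µM in the primary screen, cut at about 35% in these data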;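 further: plate controls were DMSO wells with enzyme for no effect and no-enzyme buffer wells for full effect; values of inactives mirror those of a sister screen read the other way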
Target sequence (P09923 whole entry, looked up): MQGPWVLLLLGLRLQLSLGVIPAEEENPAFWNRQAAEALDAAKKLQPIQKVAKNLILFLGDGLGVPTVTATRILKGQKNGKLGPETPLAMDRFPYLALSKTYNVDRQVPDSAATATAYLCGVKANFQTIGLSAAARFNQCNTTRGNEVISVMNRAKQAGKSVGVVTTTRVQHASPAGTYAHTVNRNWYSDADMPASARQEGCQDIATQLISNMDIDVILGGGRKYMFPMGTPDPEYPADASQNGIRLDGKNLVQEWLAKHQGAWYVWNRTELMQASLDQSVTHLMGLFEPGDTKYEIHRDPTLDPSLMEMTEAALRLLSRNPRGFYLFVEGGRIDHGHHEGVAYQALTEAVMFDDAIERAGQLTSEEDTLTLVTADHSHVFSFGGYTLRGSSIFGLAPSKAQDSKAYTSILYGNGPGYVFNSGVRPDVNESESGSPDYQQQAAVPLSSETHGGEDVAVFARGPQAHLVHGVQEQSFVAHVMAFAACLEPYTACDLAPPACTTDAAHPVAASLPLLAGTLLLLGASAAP
TIM10 inh – TIM10 yeast growth inhibition; 330,000 tested, 1.4% active; S. cerevisiae TIM10 strain growth, BacTiter-Glo luminescence, 24 h; inhibition, % at 10 µM;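 active means inhibition of 40% or more at the single tested concentration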;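 further: wild-type TIM10 isogenic control strain grown at permissive 25 °C; 0% = DMSO yeast wells and 100% = minimal medium wells without yeast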
NALP3 yeast inh – blocks the NALP3 inflammasome reconstituted in yeast; Yeast reconstituted NLRP3/ASC/caspase-1, beta-gal luminescence, 24 h; inhibition, % at 10 µM; 330,000 tested, 0.39% active;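 active means inhibition of 50% or more; inactive means inhibition below 50%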;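 further: plate controls were induced DMSO wells for no effect and uninduced yeast grown without galactose for full effect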
hIAP act – human IAP activation; P09923; purified human IAP, CDP-Star luminescence, 30 min; stronger effect = higher value; 1 = vehicle-only enzyme, 0 = enzyme-free background; activation factor at 10 µM; 330,000 tested, 0.16% active; AID 2524;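 active means activation factor of the enzyme at least 2-fold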; further: the source names both 10 and 20 µM as test concentration; values of inactives mirror those of a sister screen read the other way
ATG4B inh – inhibitors of human ATG4B cysteine protease; 340,000 tested, 0.51% active; Q9Y4P1; inhibition, % at 8.33 µM; ATG4B cleavage of LC3-PLA2, NBD-HPC fluorescence, 1 h; in the data active means inhibition above about 40%
Target sequence (Q9Y4P1 whole entry, looked up): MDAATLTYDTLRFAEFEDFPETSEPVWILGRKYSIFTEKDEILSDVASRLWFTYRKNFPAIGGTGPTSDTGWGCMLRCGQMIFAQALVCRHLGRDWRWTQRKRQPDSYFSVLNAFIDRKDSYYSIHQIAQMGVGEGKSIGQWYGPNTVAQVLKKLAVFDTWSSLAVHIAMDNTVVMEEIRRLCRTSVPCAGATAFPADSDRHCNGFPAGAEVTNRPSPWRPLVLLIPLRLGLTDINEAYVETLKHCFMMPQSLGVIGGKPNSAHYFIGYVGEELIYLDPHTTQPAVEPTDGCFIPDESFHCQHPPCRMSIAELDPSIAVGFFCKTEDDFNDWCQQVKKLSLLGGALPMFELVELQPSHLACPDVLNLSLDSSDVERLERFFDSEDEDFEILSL
The depositor's hits bear a star; i = inactive; & = joins results of further samples.

SMILES	mIAP act	Apaf1 inhib	tim10-1 inh	mIAP block	hIAP inh	TIM10 inh	NALP3 yeast inh	hIAP act	ATG4B inh
COc1ccc(C2CC(c3ccc(Br)cc3)=NN2C(=O)CCC(=O)O)cc1OC (centres undefined)	1	8	1	-4	0	-1	14	1	4
O=C(Nc1cc(Cl)cc(Cl)c1)C1CCC(=O)N1Cc1ccccc1Cl (centres undefined)	2*	18	29	-104	2	5	3	0.98	-4
COC(=O)C1CCN(C(=O)COC(=O)c2cccc(NS(=O)(=O)c3ccccc3)c2)CC1	1	-9	-20	-4	-10	-1	26	1.1	-4
CC(=O)c1cc2c(cc1NC(=O)CSc1ccc(S(=O)(=O)N(C)C)cn1)OCO2	0.91	4	28	9	6	14	15	0.94	-15
COCCCn1c(SCC(=O)N(C)C)nnc1-c1ccccc1	0.93	-13	15	7	16	5	8	0.84	-6
CCN(CC)S(=O)(=O)c1ccc(NC(=O)C(C)N(c2ccc(OC)cc2)S(C)(=O)=O)cc1 (centres undefined)	1.1	6	7	-6	-2	0	9	1	5
CCCN1CCC(=O)N([C@H](CSc2ccc(Br)cc2)Cc2ccccc2)CC1	1	26	33	-1	9	-12	6	0.91	4
COc1ccc(-c2cn(-c3ccccc3)c(=S)[nH]2)cc1OC	0.92	3	27	8	9	13	20	0.91	-15
COc1ccc(OCC(=O)Nc2ccc(S(=O)(=O)N3CCN(C)CC3)cc2)cc1	1.1	5	8	-5	-10	-15	12	1.1	-13
CCN1C(=O)/C(=C2/C=CC=CN2C)SC1=S	0.82	2	2	18	15	-1	-1	0.85	28
O=[N+]([O-])c1ccc(S(=O)(=O)Nc2ccncc2)cc1	0.99	4	4	1	15	-8	24	0.85	-10
O=C(NC1CCN(S(=O)(=O)c2ccccc2F)CC1)c1cccnc1	1	6	1	0	-6	-12	18	1.1	-5
O=C(Nc1ccc(S(=O)(=O)N2CCC(C(=O)NC3CCCCC3)CC2)cc1)c1ccco1	1.1	1	14	-7	5	13	-5	0.95	-5
CC(C)Cc1cc(C(=O)N2CCN(C(c3ccccc3)c3ccccc3)CC2)no1	0.98	11	38	2	-9	20	-12	1.1	-1
Cn1c(=O)[nH]c(=O)c2c1nc(N1CCCCC1)n2C/C=N/NC(=O)c1cc(Br)ccc1O	0.82	1	-3	18	-28	8	1	1.3	-1
CC1CCN(C(=O)CN2C(=O)C(=O)N(C)C2=O)c2ccccc2S1 (centres undefined)	0.92	-7	-6	8	-6	-4	12	1.1	2
CCCCCCC(=O)NC(Nc1ccc(S(N)(=O)=O)cc1)C(Cl)(Cl)Cl (centres undefined)	1.1	6	-15	-14	-18	-22	-1	1.2	-15
CC[n+]1c(/C=C/c2ccc(OC(C)=O)c(OC)c2)ccc2ccccc21	0.84	0	26	16	22	15	26	0.79	4
CCOC(=O)/C=C1\CN(C(C)c2ccccc2)S(=O)(=O)c2ccccc21 (centres undefined)	0.98	12	14	2	-12	5	5	1.1	-4
O=S(=O)(Nc1nc2ccccc2nc1Cl)c1ccc2ccccc2c1	0.85	1	37	15	8	-1	-7	0.92	-5
COc1ccccc1NC(=O)COC(=O)Cc1ccc(S(=O)(=O)N2CCCCC2)s1	0.99	12	14	1	0	4	10	1	-14
COc1ccccc1N1CCN(C(=O)c2noc(C)c2[N+](=O)[O-])CC1	1	-5	10	-2	-18	-4	12	1.2	-5
COc1ccc(C(=S)Nc2ccccc2)cc1	1	9	7	0	-14	-3	-2	1.1	-18
Clc1nc(CN2CCCCC2)nc2sc3c(c12)CCC3	0.89	1	-11	11	12	-4	21	0.88	5
COc1ccc2[nH]c3c(N4CC(C)OC(C)C4)ncnc3c2c1 (centres undefined)	1.1	7	21	-11	3	20	-6	0.97	-9
C[C@H](CCC(=O)O)[C@H]1CC[C@H]2[C@@H]3[C@H](O)C[C@@H]4C[C@H](O)CC[C@]4(C)[C@H]3C[C@H](O)[C@]12C	1&1	-10&-1	10&10	-1&-2	7&9	5&8	3&-5	0.96&0.91	-9&-7&-5
CCc1c(C)nc(N)n2c(SCC(=O)N3CCCc4ccccc43)nnc12	0.94	-9	9	6	17	1	7	0.83	6
CCCCn1c(N)c(N(CC(C)C)C(=O)c2ccc(S(=O)(=O)N3CCCCCC3)cc2)c(=O)[nH]c1=O	1.1	-1	-8	-6	4	-12	6	0.96	-5
CC(Oc1cccc(Cl)c1)C(=O)Nc1ccc(N2CCOCC2)cc1N1CCOCC1 (centres undefined)	0.99	13	25	0	14	16	14	0.86	-1
CC(C(=O)c1ccccc1)[n+]1cccc(C(N)=O)c1 (centres undefined)	0.93	-11	15	7	-6	24	6	1.1	-2
Cc1c(Br)c([N+](=O)[O-])nn1CC(=O)NC1CCCCCC1	1.1	4	15	-5	23	-7	21	0.77	24
Cc1cccn2c(CN(C)C3CCCc4ccccc43)c(C(=O)N3CCOCC3)nc12 (centres undefined)	0.97	0	18	3	8	14	11	0.92	20
O=S1(=O)N=C(N/N=C/c2ccco2)c2ccccc21	1	8	20	-2	-18	0	10	1.2	-2
CCc1ccc(Nc2nnc(SCC(=O)NC(=O)c3cccn3C)s2)cc1	0.93	5	12	7	6	7	-6	0.94	3
CN(C)C(=O)CN1C(=O)C2CC=C(Cl)CC2C1=O (centres undefined)	1.1	-7	1	-11	-2	-1	3	1	2
CC(C)(C)C1=Nn2c(nnc2-c2ccccc2F)SC1	0.92	-4	29	8	-20	-15	7	1.2	-3
CNC(=O)c1[nH]cnc1C(=O)Nc1cccc(OC)c1	0.92	13	13	8	-9	3	21	1.1	-6
CC(NC(=O)c1ccnn1C)C1CCCO1 (centres undefined)	0.95	-15	-5	5	14	3	-7	0.86	-6
CC(C)(C)c1ccc(C(=O)N2CCC(=O)N(C(COCc3ccccc3)Cc3ccccc3)CC2)cc1 (centres undefined)	0.96	16	35	4	3	21	15	0.97	3
O=c1c2c3c(sc2ncn1/N=C/c1ccccc1)CCCC3	0.92	16	19	8	6	16	34	0.94	11
CC1CCc2sc(C(=O)NC3CCN(Cc4ccccc4)CC3)cc2C1 (centres undefined)	1.1	29	-75	-7	7	-55	42	0.93	4
O=S(=O)(Nc1cccc(Cl)c1)c1cccc(-n2cnnn2)c1	1.1	15	-12	-11	-5	-3	-1	1	-6
COc1ccc(C(=O)CSc2nnc(CNC(=O)c3ccco3)n2C)cc1	1.1	-14	-2	-10	-4	-9	-7	1	-4
COc1cc(C2NC(=O)NC(O)(C(F)(F)F)C2C(=O)c2cccs2)ccc1O (centres undefined)	0.94	-24	21	6	9	5	-5	0.91	-3
Nc1nc(SCn2nnc3ccccc3c2=O)n[nH]1	0.98	0	10	2	-1	0	4	1	0
Cc1c(C#N)c(NC(=O)c2cccc(Cl)c2)n(Cc2ccccc2)c1C	0.99	8	4	1	-7	6	21	1.1	7
O=C1Nc2ccc(F)cc2C12Nc1ccccc1-c1nnc(SCc3ccccc3Cl)nc1O2 (centres undefined)	0.87	8	0	13	6	3	10	0.94	43*
Cc1cc(C)n(-c2cc(C(=O)O)cc(C(=O)O)c2)n1	1	0	0	-4	4	13	25	0.96	-4
Cc1[nH]c2ccc(-c3n[nH]c(=S)n3Cc3ccccc3)cc2c1C	1.2	9	22	-16	-7	26	19	1.1	-11
Cc1ccc(OCc2nc(C#N)c(N3CCCC3)o2)cc1	1	3	21	-4	-12	16	63*	1.1	2
Cc1cc(OCCCCOc2ccc(S(N)(=O)=O)c(C)c2)ccc1S(N)(=O)=O	1	10	13	0	-7	-8	16	1.1	-12
COc1cccc(NC(C)=[N+](C)CCNS(=O)(=O)c2ccc(Cl)cc2)c1	1.1	17	2	-7	-17	-4	13	1.2	-7
O=C(COC(=O)C12CC3CC(CC(O)(C3)C1)C2)Nc1ccc(Cl)cc1F	1	-8	0	-3	-4	-5	-9	1	-1
CCCCn1c(N)c(NCc2ccccc2OC)c(=O)[nH]c1=O	0.97	5	9	3	-1	0	15	1	4
Cc1ccccc1OCC(=O)NC1=NCCS1	0.98	-10	19	2	-14	-1	9	1.1	-4
O=C(COC(=O)Cc1cccs1)NCC(=O)Nc1ccc(F)cc1	1	5	-4	0	0	5	1	1	-22
COc1ccc(OC)c(C(=O)c2ccc(C(=O)Nc3ccccc3)cc2)c1	0.92	19	-15	8	5	-15	20	0.95	-9
O=C(NNC(=O)C12CC3CC(CC(Br)(C3)C1)C2)c1ccccc1F	0.94	1	-4	6	-10	1	16	1.1	-7
CCCOc1ccc(C(=O)NCCC(=O)NCCCC(=O)O)cc1	1	-6	-13	0	-12	4	11	1.1	1
Cc1ccc(OCCOCCn2ccnc2)c(Br)c1	0.9	-7	22	10	-2	0	10	1	-5

Compound profiles, from the list above. Order of values: mIAP act, Apaf1 inhib, tim10-1 inh, mIAP block, hIAP inh, TIM10 inh, NALP3 yeast inh, hIAP act, ATG4B inh
`Cc1cc(OCCCCOc2ccc(S(N)(=O)=O)c(C)c2)ccc1S(N)(=O)=O` in the list: 1, 10, 13, 0, -7, -8, 16, 1.1, -12
`Cc1cc(C)n(-c2cc(C(=O)O)cc(C(=O)O)c2)n1` in the list: 1, 0, 0, -4, 4, 13, 25, 0.96, -4
`COc1cccc(NC(C)=[N+](C)CCNS(=O)(=O)c2ccc(Cl)cc2)c1` in the list: 1.1, 17, 2, -7, -17, -4, 13, 1.2, -7

Next results:
SMILES	mIAP act	Apaf1 inhib	tim10-1 inh	mIAP block	hIAP inh	TIM10 inh	NALP3 yeast inh	hIAP act	ATG4B inh
CS(=O)(=O)c1ccccc1C(=O)Nc1cccc2ncccc12	0.97	-2	2	3	-4	0	-12	1	-7
O=C(Nc1cccc(-c2cn3ccsc3n2)c1)c1ccccc1	1.1	1	-8	-9	-3	-13	17	1	6
O=C1c2ccccc2C(=O)N1CCn1ccnc1	0.97	-11	4	3	7	-10	4	0.93	-6
Cc1cc(Nc2ccc(Br)cc2)nc(-c2ccccc2O)n1	1.1	11	34	-7	-3	43*	17	1	-2
Cc1ccccc1-n1nnnc1SCC(=O)NCC1(N2CCOCC2)CCCCC1	1	2	6	-2	-3	11	5	1	-2
CCOc1ccc(S(=O)(=O)N2CCOCC2)cc1NC(=O)Cc1c(F)cccc1Cl	1	6	-5	0	-3	-11	4	1	-10
CCOc1ccc(N(C)S(=O)(=O)c2ccc3[nH]cc(C(=O)NCCOC)c(=O)c3c2)cc1	1	2	3	-2	8	20	12	0.92	-13
c1ccc(CN2CCN(c3ncccn3)CC2)cc1	1	-6	9	-3	4	0	11	0.96	-6
COC(=O)c1ccc2c(=O)n(Cc3ccc4c(c3)OCO4)c(=S)[nH]c2c1	0.91	-2	-15	9	8	-17	7	0.92	6
COCCCNc1c2c3c(cccc3[nH]c1=O)C(=O)c1ccccc1-2	0.98	16	41*	2	6	31	-3	0.94	i
CCCCCc1cc(=O)oc2c(C(CCN3CCCC3)c3ccc(N(C)C)cc3)c(OC)cc(OC)c12 (centres undefined)	0.92	45*	18	8	17	9	9	0.83	12
Fc1cccc(NC(=S)Nc2cccc3ccccc23)c1	1.1	29	30	-8	2	22	20	0.98	0
COc1cc(/C=N/NC(=S)Nc2cccc(C(=O)O)c2)cc(OC)c1OC	0.95	6	-9	5	-11	4	14	1.1	-2
CCS(=O)(=O)N1CCC(C(=O)NCc2ccc(OC)cc2OC)CC1	1	-4	-7	-5	-5	1	-10	1.1	-8

Assay outcomes from PubChem.
